From PubChem BioAssay
SKN-1 block: C. elegans SKN-1 inhibition; C. elegans VP596 Pgst-4::GFP/RFP ratio, acrylamide-induced, 24 h; inhibition, % at 21.8 µM; hit rate 0.49% among 360,000;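 active = interference check ratio from 0.5 to 1.5 plus GFP to RFP signal ratio inhibition reaching or exceeding a fixed threshold, cut at about 30% in these data, passing the limit was not always enough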; also: some compounds called inactive have numbers as strong as hits
NadD block: blocks S. aureus nicotinate mononucleotide adenylyltransferase. purified NadD enzyme, colorimetric absorbance read-out. inhibition, % at 20 µM. hit rate 0.78% among 360,000; in the data active = inhibition above about 26%; also: some compounds past the cut are filed as inactive
Rpn11 block: blocks the human proteasome subunit Rpn11. O00487. human 26S proteasome, Ub4-pepOG fluorescence polarization; 20S core pre-blocked with epoxomicin. calls only at 20 µM. hit rate 0.59% among 360,000. AID 588493;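 active = inhibition at 20 µM, scaled to each plate's controls, above about 33%, limit read from the data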
FAS-TE inh: blocks the thioesterase domain of human fatty acid synthase; recombinant FAS-TE, OMFH fluorogenic substrate, fluorescence endpoint; inhibition, % at 15 µM; hit rate 0.67% among 360,000;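 active = compounds whose normalised, plate-corrected inhibition of enzyme fluorescence in the single-dose primary screen is 50% or more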;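 also: 0% = DMSO with enzyme and 100% = substrate without enzyme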
MT1-MMP act inh: inhibitors of human MT1-MMP activation. P50281. HT1080 RFP-PRO-GFP cells, GFP/RFP ratio fluorescence, overnight; percent of plate control window, DMSO zero. GFP/RFP ratio change, % at 20 µM. hit rate 0.061% among 360,000. AID 651647;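 active = GFP/RFP ratio change of at least 30% with cell ATP level not reduced by more than half and red fluorescence within 50% of control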; also: strong numbers were not always called active
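Assay system: HT1080 cells carrying an RFP-PRO-GFP reporter | Dosing: Single dose of 20 µM compound, 1% DMSO final | Incubation: Cells overnight before dosing, compound overnight, 37 °C, 5% CO2 | Evaluation: GFP/RFP fluorescence ratio | Control set: DMSO and RFP-L50D-GFP cell wells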
CSN inh: inhibitors of human CSN-mediated cullin deneddylation | Q92905 | Purified CSN, SCF-Nedd8-OG deneddylation, fluorescence polarization | inhibition, % at 12.5 µM | hit rate 0.38% among 360,000 | AID 651999;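 active = pattern-corrected inhibition above about 35%, with an unprinted fluorescence ratio check between 0.5 and 1.5, limit read from the data, passing the limit was not always enough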;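 also: 0% = enzyme with substrate and 100% = substrate without enzyme; some results filed as inactive read as strong as hits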
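test system = HEK293T-derived human Csn5 enzyme | amount = 0.24 nM Csn5 enzyme, final concentration | medium = Tris/NaCl/DTT buffer, pH 7.5 | schedule = 90 min reaction at room temperature | signal = FP | evaluation = inhibition of Csn5 cleavage, % | compound dosing = single dose of 12.5 µM compound with 0.25% DMSO | probe or stimulus = 10 nM SCFSkp2-Nedd8OG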
Neddyl block: blocks human cullin neddylation | calls only at 25 µM | hit rate 0.58% among 360,000 | TR-FRET cullin neddylation, biochemical; in the data active = inhibition above about 36%
MLLE-PAM2 inh: blocks PAM2 peptide binding to the PABP1 MLLE domain; P11940; GST-MLLE / FITC-PAM2 fluorescence polarization; inhibition, % at 20 µM; hit rate 0.36% among 360,000; AID 588489; in the data active = inhibition above about 35%, passing the limit was not always enough;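 also: plate controls were DMSO wells with GST-MLLE for no effect and wells lacking GST-MLLE protein for full effect; some results filed as inactive read as strong as hits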
Rin1 Abl inh: inhibitors of human Rin1-Abl protein interaction | AID 588664 | P00519+Q13671 | inhibition, % at 7.35 µM | hit rate 0.4% among 360,000 | TR-FRET Rin1/Abl binding, biochemical; in the data active = inhibition above about 5%, passing the limit was not always enough
* = called active by the depositor; i = inactive; . = no result given.

| entry | mol | SKN-1 block | NadD block | Rpn11 block | FAS-TE inh | MT1-MMP act inh | CSN inh | Neddyl block | MLLE-PAM2 inh | Rin1 Abl inh |
| --- | --- | --- | --- | --- | --- | --- | --- | --- | --- | --- |
| 1 | COC(=O)[C@H]1CCCN1C(=O)Nc1cccc(Oc2c(F)c(F)c(F)c(F)c2F)c1 | 0 | 4 | i | 2 | 4 | 0 | i | 5 | 4 |
| 2 | O=C1C2CC=CCC2C(=O)N1c1ccc(NCCc2ccccc2)c([N+](=O)[O-])c1 (stereo unspecified) | -7 | -5 | i | -24 | 8 | -4 | i | -2 | 0 |
| 3 | COc1ccc(NC(=O)CSc2nnnn2C2CCCCC2)cc1 | 5 | -7 | i | -3 | 1 | -1 | i | 4 | 1 |
| 4 | OCC1(CCCc2ccccc2)CCN(Cc2cnc(N3CCOCC3)s2)CC1 | -4 | -2 | i | -3 | -5 | -2 | i | -11 | -2 |
| 5 | COc1cc(NC(=O)c2[nH]c(C)c(C(C)=O)c2C)cc(OC)c1OC | 4 | 4 | i | 0 | 11 | -1 | i | -6 | 2 |
| 6 | O=C(NC(=S)N1CCCc2ccccc21)c1ccccc1 | 25 | 4 | i | 2 | -2 | -4 | i | 34 | -1 |
| 7 | CC1CN(Cc2ccco2)C(=S)NC1=O (stereo unspecified) | 12 | 2 | i | -4 | 1 | 3 | i | -22 | 4 |
| 8 | Cn1c(=O)c2c(nc(NC3CCCCC3)n2CC(O)COc2ccccc2)n(C)c1=O (stereo unspecified) | 10 | -2 | i | -1 | 2 | 0 | i | -5 | 3 |
| 9 | COc1ccc(Br)cc1CN1CCCC(C(=O)N2CCCCCC2)C1 (stereo unspecified) | -14 | -5 | i | -3 | 0 | 3 | i | 2 | 2 |
| 10 | Cc1c(NC(=O)CSc2ccccc2Cl)c(=O)n(-c2ccccc2)n1C | 5 | 1 | i | -6 | 1 | 0 | i | -1 | -1 |
| 11 | Cc1ccc(-c2nc(CN3CCN(C(=O)C4CCCO4)CC3)cs2)cc1 (stereo unspecified) | -1 | 2 | i | -4 | -3 | -1 | i | 2 | -2 |
| 12 | Cc1ccc(Cn2nc(C)cc2C(=O)Nc2ccc(Cl)cc2)cc1 | -3 | -13 | i | 30 | -4 | 2 | i | -8 | 0 |
| 13 | Cc1ccc(-c2nn(C)c(=O)c3ccccc23)cc1CNC(=O)c1ccccc1 | -1 | -9 | i | 9 | 6 | -2 | i | 7 | 2 |
| 14 | COc1ccc(N2CCN(c3cc(C)nc4ccc(OC)cc34)CC2)cc1 | -10 | -4 | i | 9 | -5 | 2 | i | -4 | -4 |
| 15 | O=C(N/N=C1\CC2CC=CC12)c1ccc(O)cc1 (stereo unspecified) | -3 | 3 | i | -8 | 12 | 1 | i | 4 | -1 |
| 16 | Cc1ccc(S(=O)(=O)N2CCCC2C(=O)N2CCCCCC2)cc1 (stereo unspecified) | 6 | 3 | i | -5 | -7 | -1 | i | 1 | -3 |
| 17 | CN(C)CCn1c(=O)n(-c2cccc(Cl)c2)c(=O)c2c3c(sc21)CCCCC3 | -3 | -10 | i | 10 | -1 | -4 | i | -8 | -4 |
| 18 | Cc1ccc(Cl)cc1N(Cc1ccc(C(=O)NCc2cccnc2)cc1)S(=O)(=O)c1ccccc1 | 14 | -5 | i | -4 | 4 | -3 | i | -1 | 1 |
| 19 | CCc1ccc(C(=O)C(C)OC(=O)C2COc3ccccc3O2)cc1 (stereo unspecified) | 0 | -9 | i | 14 | 1 | -2 | i | -3 | -3 |
| 20 | COc1ccc(C(=O)N2CCc3cc(OC)c(OC)cc3C2)cc1OC | -56 | 1 | i | -3 | 8 | -1 | i | -12 | 8 |
| 21 | O=C1OC(N2C(=O)CC[C@H]2C(=O)NCC2CCCO2)c2ccccc21 (stereo partly specified) | 8 | -3 | i | -3 | 4 | -1 | i | -1 | -5 |
| 22 | CN(C)CCNc1ncnc2c1ncn2[C@H]1CN(C)C[C@@H](CO)O1 | 4 | 3 | i | -7 | 1 | 0 | i | 9 | -2 |
| 23 | COc1ccc(C(CNC(=O)c2oc3cc(C)c(Cl)cc3c2C)N2CCCCC2)cc1 (stereo unspecified) | -6 | -2 | i | 19 | 1 | 3 | i | 20 | -3 |
| 24 | Cc1ccc(N=Nc2c(N)[nH]n3c(=O)cc(-c4ccccc4)nc23)cc1 | 1 | 55* | i | 11 | -1 | -6 | i | -3 | 1 |
| 25 | COc1ccccc1CC(=O)Nc1ccc(C(=O)N2CCCCC2)cc1 | -8 | -3 | i | -4 | -1 | 2 | i | 1 | 1 |
| 26 | NC(=O)CCC(C(=O)O)N1C(=O)c2ccc(O)cc2C1=O (stereo unspecified) | -21 | -9 | i | -2 | 1 | 3 | i | 3 | 1 |
| 27 | CC1C(=O)N(Cc2cn(CCC3OCCO3)nn2)CCS(=O)(=O)N1Cc1ccc(-c2ccc(Cl)cc2)cc1 (stereo unspecified) | -17 | 1 | i | 11 | . | 3 | i | -13 | 0 |
| 28 | N#Cc1ccc(C(=O)NC(=S)N2CCOCC2)cc1 | -1 | 3 | i | 1 | -1 | -1 | i | 11 | 1 |
| 29 | CC1CCC(NCCNC(=O)c2ccco2)CC1 (stereo unspecified) | 2 | 2 | i | -3 | 5 | 2 | i | -4 | 0 |
| 30 | C/C(=N/Nc1nc(C)c(C)s1)c1cccc([N+](=O)[O-])c1 | 8 | 7 | i | 6 | 4 | 4 | i | -104 | -1 |
| 31 | CCN(CC)S(=O)(=O)c1ccc2oc(SCC(=O)Nc3cc(C)on3)nc2c1 | -13 | -3 | i | -4 | 9 | -2 | i | 36 | 4 |
| 32 | CC1CCCCN1C(=O)c1cnn2c(C(F)(F)F)cc(-c3ccco3)nc12 (stereo unspecified) | 6 | -3 | i | 4 | -1 | -1 | i | 13 | 0 |
| 33 | Cc1cccn2c(=O)c(/C=C3\SC(=S)N(CC(C)C)C3=O)c(NCCCOC(C)C)nc12 | -5 | 1 | . | -151 | -236 | 88 | i | -106 | -1 |
| 34 | CCOC(=O)c1c(NC(=O)CSc2nnc(CNc3ccc(OC)cc3)n2C)sc(C)c1C | 2 | 3 | i | 8 | -3 | 3 | i | -18 | 2 |
| 35 | O=C(O)CCc1ccc(-c2ccc(Br)cc2)n1NC(=O)c1ccc([N+](=O)[O-])cc1 | -4 | -7 | i | 46 | 1 | 3 | i | 5 | 1 |
| 36 | CC(=O)Oc1ccc2c(c1)C(=O)c1ccccc1C2=O | 6 | -4 | i | 1 | -2 | 2 | i | -8 | -2 |
| 37 | CC(=O)Nc1cc(N2C(=O)CCC2=O)ccc1Cl | -1 | -3 | i | -6 | -1 | -6 | i | -1 | -1 |
| 38 | COc1ccc(NC(=O)N(C)C[C@H]2Oc3ccc(NC(=O)NC4CCCCC4)cc3C(=O)N([C@H](C)CO)C[C@@H]2C)cc1 | 7 | 4 | i | -8 | 0 | 5 | i | -5 | 4 |
| 39 | Cc1cc(NC(=O)c2ccc(S(=O)(=O)N3CCOCC3)cc2)no1 | 3 | 0 | i | -4 | 9 | -4 | i | -4 | 0 |
| 40 | O=C(Nc1ccc(-c2nc3ccccc3[nH]2)cc1)C1CCCO1 (stereo unspecified) | 11 | -3 | i | -5 | 4 | 5 | i | -11 | 0 |
| 41 | Cc1ccc(C)c(NS(=O)(=O)c2cc(C(=O)NCc3ccccn3)ccc2Cl)c1 | -8 | -3 | i | -2 | 1 | 1 | i | 5 | -2 |
| 42 | Cc1ccc(CNC(=O)NCc2ccccc2)cc1 | 7 | 0 | i | -1 | 2 | -4 | i | 6 | -2 |
| 43 | CCCC(=O)N1CCC1(C)C(=O)Nc1ccccn1 (stereo unspecified) | -11 | 1 | i | -8 | 4 | -2 | i | -2 | -3 |
| 44 | Cc1c(C)n(CCCN(C)C)c2ncnc(NCc3ccccc3)c12 | 8 | -4 | i | -4 | 4 | -4 | i | 22 | 1 |
| 45 | COc1cccc(NC(=O)CSc2ccc3nnc(-c4ccncc4)n3n2)c1 | 6 | -3 | i | -5 | 1 | 2 | i | 5 | 0 |
| 46 | CCN(CC)C(=O)n1cnc(-c2ccccc2)c1-c1ccccc1 | 10 | -1 | i | -2 | -2 | -9 | i | 1 | 0 |
| 47 | O=C(NN1CCCCC1)c1cccc2ccccc12 | 11 | -4 | i | -6 | 1 | -4 | i | 9 | 2 |
| 48 | Cc1ccc(C)c(NC(=O)c2nc(Cl)ccc2Cl)c1 | -6 | -1 | i | 3 | 2 | 0 | i | -6 | -2 |
| 49 | C[C@@H]1CN([C@H](C)CO)C(=O)CCCn2nncc2CO[C@H]1CN(C)Cc1cccc2c1OCCCO2 | -2 | 0 | i | -9 | 6 | 1 | i | 6 | -2 |
| 50 | O=S(=O)(Cc1ccc(Cl)cc1)NCc1cccnc1 | 1 | -7 | i | -10 | -3 | -3 | i | 8 | -3 |
| 51 | O=S(=O)(NCCn1ccc2ccccc21)c1ccccc1 | 22 | -2 | i | -1 | 1 | 0 | i | 15 | -2 |
| 52 | CC(C)=CC(=O)Nc1ccc(OCc2ccccc2)cc1 | 10 | -3 | i | 10 | 0 | -1 | i | -4 | -2 |

Grouped by structure: the entries above with an aryl methoxy group.
| entry | mol | SKN-1 block | NadD block | Rpn11 block | FAS-TE inh | MT1-MMP act inh | CSN inh | Neddyl block | MLLE-PAM2 inh | Rin1 Abl inh |
| --- | --- | --- | --- | --- | --- | --- | --- | --- | --- | --- |
| 3 | COc1ccc(NC(=O)CSc2nnnn2C2CCCCC2)cc1 | 5 | -7 | i | -3 | 1 | -1 | i | 4 | 1 |
| 5 | COc1cc(NC(=O)c2[nH]c(C)c(C(C)=O)c2C)cc(OC)c1OC | 4 | 4 | i | 0 | 11 | -1 | i | -6 | 2 |
| 9 | COc1ccc(Br)cc1CN1CCCC(C(=O)N2CCCCCC2)C1 (stereo unspecified) | -14 | -5 | i | -3 | 0 | 3 | i | 2 | 2 |
| 14 | COc1ccc(N2CCN(c3cc(C)nc4ccc(OC)cc34)CC2)cc1 | -10 | -4 | i | 9 | -5 | 2 | i | -4 | -4 |
| 20 | COc1ccc(C(=O)N2CCc3cc(OC)c(OC)cc3C2)cc1OC | -56 | 1 | i | -3 | 8 | -1 | i | -12 | 8 |
| 23 | COc1ccc(C(CNC(=O)c2oc3cc(C)c(Cl)cc3c2C)N2CCCCC2)cc1 (stereo unspecified) | -6 | -2 | i | 19 | 1 | 3 | i | 20 | -3 |
| 25 | COc1ccccc1CC(=O)Nc1ccc(C(=O)N2CCCCC2)cc1 | -8 | -3 | i | -4 | -1 | 2 | i | 1 | 1 |
| 34 | CCOC(=O)c1c(NC(=O)CSc2nnc(CNc3ccc(OC)cc3)n2C)sc(C)c1C | 2 | 3 | i | 8 | -3 | 3 | i | -18 | 2 |
| 38 | COc1ccc(NC(=O)N(C)C[C@H]2Oc3ccc(NC(=O)NC4CCCCC4)cc3C(=O)N([C@H](C)CO)C[C@@H]2C)cc1 | 7 | 4 | i | -8 | 0 | 5 | i | -5 | 4 |
| 45 | COc1cccc(NC(=O)CSc2ccc3nnc(-c4ccncc4)n3n2)c1 | 6 | -3 | i | -5 | 1 | 2 | i | 5 | 0 |
